Compound activity deposited in PubChem by The Scripps Research Institute Molecular Screening Center.
LYPLA1 inh – blocks human lysophospholipase 1, a PME1 counter-screen | O75608 | recombinant LYPLA1, FP-Rh probe fluorescence polarization | inhibition, % at 5.9 µM | 320,000 compounds, 0.16% hits | AID 2174;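 active means inhibition above the mean of all tested compounds plus 3 SD, set per campaign, cut at about 14% in these data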;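 further: inhibitors block serine hydrolase probe labeling of LYPLA1 so polarization falls; 0% = enzyme with DMSO and 100% = wells lacking LYPLA1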
PAD4 FP inh – inhibitors of human PAD4; Q9UM07; recombinant PAD4, RCA probe fluorescence polarization; inhibition, % at 6.36 µM; 330,000 compounds, 0.41% hits;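 active means percent inhibition above a cutoff equal to the mean of all tested compounds plus 3 SD, cut at about 15% in these data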;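 further: 0% = PAD4 with RCA probe and DMSO and 100% = probe without PAD4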
PAFAH2 FP inh – inhibitors of human PAFAH2. Q99487. 340,000 compounds, 0.99% hits. AID 492956. recombinant PAFAH2, FP-rhodamine activity probe, fluorescence polarization. inhibition, % at 3.39 µM;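 active means inhibition above the mean over all tested compounds plus 3 SD, cut at about 30% in these data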;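 further: inhibitors block probe labeling of enzyme so polarization drops; 0% = enzyme with DMSO and 100% = wells lacking PAFAH2 protein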
PREPL inhibitor – inhibitors of human prolyl oligopeptidase-like enzyme PREPL; 320,000 compounds, 0.68% hits; inhibition, % at 5.96 µM; recombinant PREPL, fluorescence polarization activity-based probe; in the data active means inhibition above about 43%;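 further: 0% = enzyme with DMSO and 100% = wells lacking enzyme; many of its hits are not listed in these tables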
Target sequence (Q4J6C6 whole entry, looked up): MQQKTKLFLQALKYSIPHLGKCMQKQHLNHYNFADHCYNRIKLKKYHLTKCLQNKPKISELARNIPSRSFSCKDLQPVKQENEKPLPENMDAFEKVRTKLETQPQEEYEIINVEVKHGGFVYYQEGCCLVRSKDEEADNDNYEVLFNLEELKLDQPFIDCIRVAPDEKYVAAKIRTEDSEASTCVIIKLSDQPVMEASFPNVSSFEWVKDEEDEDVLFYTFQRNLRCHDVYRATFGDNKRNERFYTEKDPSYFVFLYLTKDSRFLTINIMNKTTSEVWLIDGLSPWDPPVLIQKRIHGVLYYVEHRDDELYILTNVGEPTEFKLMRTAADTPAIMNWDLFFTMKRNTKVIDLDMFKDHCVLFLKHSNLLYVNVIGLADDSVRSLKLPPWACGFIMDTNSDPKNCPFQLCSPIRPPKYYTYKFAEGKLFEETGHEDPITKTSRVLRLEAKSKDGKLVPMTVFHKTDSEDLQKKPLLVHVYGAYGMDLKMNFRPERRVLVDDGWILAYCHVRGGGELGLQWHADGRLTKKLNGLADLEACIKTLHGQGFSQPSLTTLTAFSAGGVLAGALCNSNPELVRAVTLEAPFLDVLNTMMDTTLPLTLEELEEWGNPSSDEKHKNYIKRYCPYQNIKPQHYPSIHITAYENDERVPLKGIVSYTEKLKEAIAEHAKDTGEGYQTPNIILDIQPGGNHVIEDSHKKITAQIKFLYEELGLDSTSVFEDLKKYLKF
GSTO1 counter – GSTO1 inhibition, counter-screen for RBBP9 inhibitors; P78417; recombinant GSTO1, activity-based probe fluorescence polarization; inhibition, % at 5.96 µM; 300,000 compounds, 1.1% hits; AID 1974;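 active means inhibition above the campaign mean inhibition plus 3 SD, cut at about 35% in these data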;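 further: 0% = GSTO1-1 with DMSO and 100% = wells lacking GSTO1-1 enzyme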
Target sequence (P78417 whole entry, looked up): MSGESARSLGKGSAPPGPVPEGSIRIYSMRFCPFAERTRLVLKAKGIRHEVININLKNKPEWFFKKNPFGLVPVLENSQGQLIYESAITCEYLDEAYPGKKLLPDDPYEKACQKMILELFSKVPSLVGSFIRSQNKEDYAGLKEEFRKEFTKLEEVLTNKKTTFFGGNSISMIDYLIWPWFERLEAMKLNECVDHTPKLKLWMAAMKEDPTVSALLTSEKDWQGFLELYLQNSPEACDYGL
LYPLA2 inh – LYPLA2 (human) inhibition in PME1 counter-screen; O95372; recombinant LYPLA2, FP-Rh probe fluorescence polarization; inhibition, % at 5.9 µM; 320,000 compounds, 0.38% hits; AID 2177;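 active means inhibition above the screen-wide mean plus 3 SD, limit set per campaign, cut at about 26% in these data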;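 further: 0% = LYPLA2 with DMSO and 100% = wells lacking LYPLA2 enzyme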
ZTA counter – counter-screen for EBNA-1 inhibitors: inhibitors of Epstein-Barr virus ZTA; ZTA-DNA binding, fluorescence polarization; inhibition, % at 11 µM; 320,000 compounds, 0.15% hits; AID 2234; in the data active means inhibition above about 33%
EBNA-1 inh – blocks EBNA-1 binding to DNA; inhibition, % at 14.8 µM; 300,000 compounds, 0.34% hits; EBNA-1 DNA binding, fluorescence polarization; AID 1950; in the data active means inhibition above about 28%
PAFAH1B3 FP inh – PAFAH1B3 (human) inhibition; 340,000 compounds, 0.28% hits; inhibition, % at 3.39 µM; Q15102; recombinant PAFAH1B3, FP-rhodamine probe, fluorescence polarization; AID 492972;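 active means inhibition above the screen-wide average of all tested compounds plus 3 SD, cut at about 25% in these data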;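 further: 0% = enzyme with DMSO only and 100% = wells lacking PAFAH1B3 protein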
The depositor's hits bear a star; nt = no result given. The list is partial. The share of hits here may be higher or lower than overall.

SMILES	LYPLA1 inh	PAD4 FP inh	PAFAH2 FP inh	PREPL inhibitor	GSTO1 counter	LYPLA2 inh	ZTA counter	EBNA-1 inh	PAFAH1B3 FP inh
Cc1nc(SCC(=O)NC(=O)NC2CCCCC2)nc(C)c1C	5	-2	2	6	4	0	-2	-5	3
COc1ccc(N(CC(=O)Nc2cc([N+](=O)[O-])ccc2C)S(C)(=O)=O)cc1OC	-2	-2	4	18	0	-2	-4	-2	5
COc1cc(/C=N/NC(=O)CNC(=O)c2cccs2)ccc1O	-3	2	0	-1	-2	1	8	-1	7
Cc1cccc(C)c1NC(=O)NN(C(=O)c1ccccc1)C(C)(C)C	-3	-5	10	-6	-2	-3	-3	4	-5
CCCn1c(SCC(=O)Nc2cccc(F)c2)nc(O)cc1=O	-3	-8	-1	8	nt	-3	6	nt	0
Cc1nnc2ccc(-c3ccc(NS(=O)(=O)c4ccccc4F)cc3)nn12	1	-1	6	1	-17	-5	-7	-17	5
CN(C)S(=O)(=O)c1ccc(Cl)c(NC(=O)CN2C(=O)NC3(CCc4ccccc43)C2=O)c1 (stereo not drawn)	0	-3	-5	-2	nt	2	5	nt	4
Cc1nc2sc(C(c3cccs3)N3CCOCC3)c(O)n2n1 (stereo not drawn)	0	4	7	-3	-2	2	13	9	-3
CN(C)c1cccc2c1c(NC(=O)Nc1ccccc1)nn2C	-1	-3	1	13	13	5	8	7	7
CCOC(=O)CC(NC(=O)Cn1nnc(-c2ccccc2Cl)n1)c1ccc(OC)cc1 (stereo not drawn)	0	0	7	-8	6	2	9	-1	5
Cc1cccc(NC(=S)NCCc2ccccc2)c1C	1	-1	-4	-15	-1	3	-14	-2	5
O=C(Nc1nnc(SCc2ccc(F)cc2)s1)c1ccc2c(c1)C(=O)N(c1ccccc1Cl)C2=O	1	2	7	3	-7	4	8	7	2
COc1ccc(S(=O)(=O)N2CCCC2)c2ccccc12	0	3	3	5	-3	1	-9	-7	4
Cc1cccc(C)c1OCC(=O)Nc1ccccc1N1CCCCC1	3	2	-4	11	-2	6	-2	4	-2
N#Cc1cccc(NC(=O)Cn2cnc(S(=O)(=O)N3CCc4ccccc43)c2)c1	-2	-5	5	-22	3	-3	0	3	4
O=C(/C=C/c1cccc([N+](=O)[O-])c1)N1CCN(Cc2ccccc2)CC1	5	-6	6	18	7	0	-8	-8	7
CC(=O)Nc1cccc(/C(C)=N/NC(N)=S)c1	3	0	1	-8	18	6	-24	-4	0
Cc1ccc(C2(c3noc(CN4CCC(C(=O)N5CCOCC5)CC4)n3)CCCC2)cc1	4	-2	-2	-8	4	4	5	-2	3
Clc1ccc(-c2nc3ccccc3n2OCc2ccccc2)cc1	-5	-3	-9	-5	-1	0	9	5	3
O=C(c1ccc2c(c1)N(Cc1ccc(F)cc1)C(=O)c1ccccc1S2(=O)=O)N1CCN(c2ccccn2)CC1	-1	-2	-3	-26	3	2	-34	4	7
O=C(COC(=O)c1ccccc1NCCO)Nc1cccc(S(=O)(=O)NC2=NCCCCC2)c1	-1	-1	2	-6	2	2	-2	7	11
O=[N+]([O-])c1cccc(S(=O)(=O)N2CCN(c3ccccn3)CC2)c1	0	6	2	10	0	2	-11	-5	5
O=C(c1cccs1)c1coc2ccc(O)c(CN(CCO)CCO)c12	0	-5	0	7	11	2	6	-1	-1
COc1ccc(CC(=O)Nc2cc(C)on2)cc1	2	-2	-1	-2	-2	8	8	5	8
COc1ccc(N(CC(=O)NCc2ccccc2)S(=O)(=O)c2c(C)n[nH]c2C)cc1	-2	-3	-1	-8	2	-1	8	-6	-1

Next part.
SMILES	LYPLA1 inh	PAD4 FP inh	PAFAH2 FP inh	PREPL inhibitor	GSTO1 counter	LYPLA2 inh	ZTA counter	EBNA-1 inh	PAFAH1B3 FP inh
CCC(CO)Oc1cc(NCc2ccc(C(F)(F)F)cc2)c2ncn(C(C)C)c2c1 (stereo not drawn)	nt	-3	0	43	nt	nt	nt	nt	3
COc1ccccc1NC(=O)[C@@H]1CCCN1S(=O)(=O)c1ccc(Cl)cc1	nt	2	-4	8	nt	nt	nt	nt	10
CCCc1cc(=O)oc2c(CN3CCCC3)c(O)c(Cl)cc12	-1	4	6	-1	2	11	-6	-8	4
O=C(CN1CCN(Cc2ccccc2)CC1)N/N=C/c1ccco1	1	-2	5	5	-5	1	16	5	1
Cc1nn2c(N3CCN(CCO)CC3)c3c(nc2c1-c1ccccc1)CCCC3	5	0	-3	15	3	11	9	-8	2
CC(=O)c1ccc(NC(=O)CN(C)CC(=O)Nc2cccc(F)c2)cc1	7	0	-1	-9	2	0	16	-4	10
COc1ccccc1CNC(=O)c1cc2c(s1)CS(=O)(=O)C2	1	-6	6	-4	5	12	3	-12	5
COc1ccc(-c2nc(=S)c3c([nH]2)Oc2ccc(C)cc2C3)cc1O	-3	-2	-1	-3	-3	-2	9	-4	-5
CCS(=O)(=O)N1CCCC(C(=O)NC2CCC(C)CC2)C1 (stereo not drawn)	2	-3	2	1	1	-1	-10	9	3
COc1cc(NC(=S)N2CCN(C(=O)C3CCCO3)CC2)c(OC)cc1Cl (stereo not drawn)	1	1	0	9	2	2	1	1	2
Cc1cc(NC(=O)NC(C(F)(F)F)C(F)(F)F)no1	-3	1	-8	7	1	8	-7	-3	-3
CC(C)CC(OC(=O)c1ccco1)C(=O)NCC1CCCO1 (stereo not drawn)	1	-4	3	-3	0	-2	-4	-5	1
COc1ccc(/C=N\NC(=O)COc2ccccc2Cl)cc1Cn1nc(C)cc1C	-7	2	2	-4	-2	-2	11	8	6
O=C(COc1ccc([N+](=O)[O-])cc1)Nc1cccnc1	0	-4	4	-7	12	4	-5	-11	6
CCn1cc(C(=O)NCc2ccco2)c(=O)c2cc(S(=O)(=O)N3CCCCCC3)ccc21	-3	3	5	-5	-11	-4	13	5	16
COc1ccc(C(=O)C2CCCN(Cc3cn[nH]c3-c3ccccc3)C2)cc1OC (stereo not drawn)	0	-6	1	9	6	5	3	-7	6
COc1ccc(-n2nccc2-c2nn(-c3cccc(OC)c3)c(=O)n(C)c2=O)cc1	0	1	11	0	-5	-3	13	4	11
Cc1sc2nc(-c3ccccc3)[nH]c(=O)c2c1-c1ccccc1	0	0	nt	-3	-4	0	-13	1	nt
O=C1CCC(C(=O)Nc2cc(C(F)(F)F)ccc2-n2cncn2)=NN1	0	-3	1	-9	0	-2	11	-2	4
COc1ccc(/C=N/NC(=O)c2ccc(O)cc2)cc1CN1CCCc2ccccc21	-2	2	-9	10	-20	-4	3	-4	25
COc1cc(C(=O)NCC(=O)N/N=C/c2ccc(-c3cccc([N+](=O)[O-])c3)o2)cc(OC)c1OC	-4	-1	-12	1	-2	-5	1	-9	-5
Cn1c(-c2ccc(-c3ccccc3)cc2)c[nH]c1=S	2	2	1	36	-9	0	3	4	2
Cc1nc2sc(C(c3ccccc3)N3CCN(C)CC3)c(O)n2n1 (stereo not drawn)	-1	-1	-2	22	0	-4	0	2	-8
CC(C)C(C(=O)Nc1ncn[nH]1)N1C(=O)c2ccccc2C1=O (stereo not drawn)	0	2	-2	-6	9	1	8	6	-3
CCN1C(=O)[C@H]2[C@@H](c3ccc(-c4ccc(OC)cc4)cc3)N3CCCC[C@@]3(C(=O)OC)[C@H]2C1=O	-2	1	-1	34	-8	-2	11	-1	3

(more compounds)
SMILES	LYPLA1 inh	PAD4 FP inh	PAFAH2 FP inh	PREPL inhibitor	GSTO1 counter	LYPLA2 inh	ZTA counter	EBNA-1 inh	PAFAH1B3 FP inh
CCc1ccccc1N(CC(=O)N1CCN(c2ccccc2F)CC1)S(C)(=O)=O	0	-7	-1	-3	-5	2	0	-12	-1
N#Cc1ccc(C(=O)N2CCN(c3ncccn3)CC2)cc1	-1	3	-3	3	-6	7	-5	-14	-2
CC(c1ccc2c(c1)OCO2)n1c(=S)[nH]c2ccccc2c1=O (stereo not drawn)	-3	-2	6	3	nt	-4	1	nt	-7
CCOC(=O)C1=C(C)N(c2ccccc2)C(=O)C1CC(=O)O (stereo not drawn)	0	-4	-1	-5	2	1	13	8	1
Cc1ccnc(NC(=O)CCC(=O)c2cc(C)sc2C)c1	-1	1	10	4	-2	7	18	3	8
Cc1nc(-c2cc(-c3nc(-c4cc(C(F)(F)F)cc(C(F)(F)F)c4)no3)no2)cs1	1	0	nt	26	5	5	-7	-1	nt
Cc1ccc(S(=O)(=O)NCCc2ccc(S(N)(=O)=O)cc2)cc1	1	-2	5	9	1	0	9	-8	6
Cc1noc(C)c1CSCC(=O)Oc1ccc(N(C)S(=O)(=O)c2ccccc2)cc1	-2	6	4	15	11	1	-7	-8	2
Cc1nnc(SCCn2c(N3CCC(C)CC3)nc3c2c(=O)[nH]c(=O)n3C)s1	-2	0	-12	9	5	-3	-11	-4	3
c1ccc(Oc2cccc(NC3=NCCC3)c2)cc1	4	2	7	-7	11	6	-7	-8	5
Cc1cc(=O)c2cccc(Br)c2[nH]1	-1	1	3	22	-3	2	-6	6	4
Nc1nc(Br)c2ccccc2c1-c1ccccc1	2	-1	20	11	-2	-4	6	-3	-1
O=C(O)C1CC(=O)N(C2CCCCC2)C1c1ccccc1 (stereo not drawn)	-4	2	9	9	-3	-4	0	8	5
COc1cccc(C(c2c(NC(=O)c3ccco3)sc(C)c2C)N2CCOCC2)c1 (stereo not drawn)	-5	-2	-4	6	nt	-3	-1	nt	7
O=C(CSc1ncccn1)N1CCN(C(c2ccccc2)c2ccccc2)CC1	-2	-2	2	-12	3	3	-6	-2	-1
COc1ccc(C(=O)OCC(=O)NCCN2C(=O)CSC2=O)cc1[N+](=O)[O-]	nt	0	-4	13	nt	nt	nt	nt	4
COc1ccc(S(=O)(=O)N2CC(O)CC2C(=O)OCC(=O)Nc2ccc(Cl)cn2)cc1 (stereo not drawn)	1	2	20	-4	0	4	2	11	1
COc1cccc(-c2ccc(SCC(=O)c3ccccc3)nn2)c1	-3	-1	-10	-16	0	-3	5	-9	14
CCOc1ccc(OCCn2nnc3ccccc3c2=O)cc1	4	0	-2	9	-3	0	-18	0	6
CCC(C)Nc1nc(OCC(F)(F)F)nc(OCC(F)(F)F)n1 (stereo not drawn)	-5	-1	0	10	6	1	-1	-7	6
Cc1cc(C)c(C)c(S(=O)(=O)N2C(=S)NC(=O)C2CC(C)C)c1C (stereo not drawn)	0	2	4	-12	-14	0	11	-6	2
Cc1ccn2c(/C=N/OCc3ccc(F)cc3)c(-c3ccc(Cl)cc3)nc2c1	3	0	-3	6	1	4	0	-2	1
Cc1cc(NC(=O)COC(=O)CC2CCCC2)c([N+](=O)[O-])cc1C	2	2	56*	6	-5	-2	5	9	5
Cc1ccc(-n2cc(CN3CCC(CO)(Cc4ccccc4)CC3)cn2)cc1	3	0	nt	9	15	3	-14	2	nt
COC(=O)c1ccc(C2C(Oc3ccccc3)C(=O)N2CCc2ccc(OC)c(OC)c2)cc1 (stereo not drawn)	0	3	7	-9	8	2	-1	4	1
N#Cc1c(-c2ccc(F)cc2)cc(-c2cccs2)nc1SCC(=O)O	-2	-9	-20	-10	-14	8	11	16	12

A draw from above in order of heavy-atom count, falling:
SMILES	LYPLA1 inh	PAD4 FP inh	PAFAH2 FP inh	PREPL inhibitor	GSTO1 counter	LYPLA2 inh	ZTA counter	EBNA-1 inh	PAFAH1B3 FP inh
Cc1noc(C)c1CSCC(=O)Oc1ccc(N(C)S(=O)(=O)c2ccccc2)cc1	-2	6	4	15	11	1	-7	-8	2
CCc1ccccc1N(CC(=O)N1CCN(c2ccccc2F)CC1)S(C)(=O)=O	0	-7	-1	-3	-5	2	0	-12	-1
COc1ccc(C(=O)OCC(=O)NCCN2C(=O)CSC2=O)cc1[N+](=O)[O-]	nt	0	-4	13	nt	nt	nt	nt	4
CC(C)C(C(=O)Nc1ncn[nH]1)N1C(=O)c2ccccc2C1=O (stereo not drawn)	0	2	-2	-6	9	1	8	6	-3
Cc1cc(NC(=O)NC(C(F)(F)F)C(F)(F)F)no1	-3	1	-8	7	1	8	-7	-3	-3
Nc1nc(Br)c2ccccc2c1-c1ccccc1	2	-1	20	11	-2	-4	6	-3	-1
